Screening data as filed in PubChem.
GSIS activator = primary screen for activators of insulin secretion dependent on glucose, INS-1E cells, GLuc reporter luminescence; activation, % at 16.6 µM; INS-1E GLuc reporter insulin secretion, 2-3 h; 370,000 tested, 0.61% active;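 active means lowest replicate activation of at least 40%, so every replicate reaches that level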;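 further: 0% = median of neutral control wells and 100% = median of IBMX positive control wells; some compounds called inactive have numbers as strong as hits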
FN deposit inh = fibronectin deposition inhibition; AID 743247; 350,000 tested, 0.086% active; inhibition, % at 12.6 µM; AH1F fibroblasts, Alexa488-fibronectin deposition fluorescence, overnight;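 active means mean inhibition across replicates of 30% or more, regardless of how many single replicates reach that level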;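 further: positive control wells lacked labelled fibronectin entirely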
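Assay system: AH1F fibroblasts / Quantity: 10000 cells per well / Medium: DMEM plus 2% serum, read in PBS / Reagent: labelled fibronectin 24 nM / Dosing: single dose, pinned / Times: 1 h cell attachment, overnight exposure to compound and label / Signal: fluorescence, ex 485 nm, em 525 nm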
F508del corr = correctors of CFTR F508del function in bronchial epithelial cells | CFBE cells, YFP halide quenching; stimulated with forskolin plus potentiator P3; % fluorescence drop versus neutral controls | activity (quench increase), % at 7.58 µM | 350,000 tested, 0.36% active | AID 720511;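 active means mean added fluorescence quench of at least 8% versus neutral control, with both replicates also reaching 8%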;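 further: cells transiently co-express mutant CFTR-F508del with the halide-sensitive YFP; corrector assay measuring rescue of mutant channel to the surface after 24 h compound exposure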
* marks the source's active call; other numbers are inactive results; & = joins results of further samples.

SMILES | GSIS activator | FN deposit inh | F508del corr
Cc1cccc(C)c1NC(=O)C(c1ccc(C(F)(F)F)cc1)n1c(=O)c(-c2cc3ccccc3[nH]2)nc2ccccc21 (centres undefined) | 7 | -3 | -0.6
COC(=O)[C@@]12C[C@@H](CC(=O)NCCCN3CCCC3=O)C(=O)N(Cc3ccc4c(c3)OCO4)C1=CCC(C)(C)C2 | -7 | -9 | -1.9
CC(C)(C)C(=O)NNC(=O)c1cc2sccc2s1 | 10 | -10 | -2.2
CCc1ccc2[nH]c(C(=O)Nc3ccc4c(c3)OCO4)cc2c1 | -10 | -3 | 2.3
Cc1ccc([C@H]2C(C(=O)O)=CCN2S(=O)(=O)c2ccc(C)cc2)cc1 | -4 | 6 | -0.7
CCOC(=O)C1(Cc2cccc(F)c2)CCN(C(=O)Cc2cccnc2)CC1 | 2 | -3 | -0.9
CC1(C(=O)Nc2ccc3c(c2)OCCO3)CN(S(C)(=O)=O)CC(=O)N1CCCn1ccnc1 (centres undefined) | 15 | 13 | -1.4
COc1cc(/C=C/C(=O)OCC(=O)NCCc2ccccc2)cc(OC)c1OC | -11 | 4 | -3.0
O=C(C(=O)N1CCN(C/C=C/c2ccccc2)CC1)c1ccccc1 | -16 | 2 | 2.3
CCC(=O)N1[C@@H](CO)[C@H](c2ccccc2)C12CN(C(=O)c1ccc3c(c1)OCO3)C2 | -6 | -19 | 1.3
COc1ccccc1-c1cccc(-c2nc(C(=O)Nc3nccs3)cc3c2[C@@H](CCO)N(C(=O)CC2CC2)C3)c1 | 5&-11 | 15&5 | -3.6
COc1ccc(S(N)(=O)=O)cc1C(=O)N1CCCC1 | -4 | -8 | 0.6
CC1=NOC(=O)/C1=C\c1ccc2c(c1)OCO2 | 10 | 9 | -2.0
CC(C)S(=O)(=O)C1=NSC2=NC(=O)/C(=C\c3ccc(-c4cccc(C(=O)O)c4)o3)C(=N)N21 | -6 | 3 | -3.0
NNC(=O)c1cc(-c2ccco2)[nH]n1 | 21 | -5 | 2.6
Cc1ccccc1CN1C(=O)c2ccccc2C1c1nnnn1Cc1ccccc1 (centres undefined) | -11 | -8 | 2.9
O=C1OC(COc2ccc(Br)cc2)CN1c1ccccc1 (centres undefined) | -2 | 1 | -3.4
COc1cc(/C=C/C2=CC(C)(C)NC(=S)N2)cc(OC)c1OC | -2 | -2 | 2.1
N#C[C@H]1[C@@H](c2ccc(C3=CCCC3)cc2)[C@H](CO)N1c1nc(-c2ccccc2)cs1 | -7 | -3 | -2.8
COc1ccc(CNC(=O)c2cc(COc3c(F)cccc3F)on2)cc1OC | 44 | 5 | 1.4
Nc1ccccc1SC1CC(=O)N(c2ccc3c(c2)OCCO3)C1=O (centres undefined) | -11 | 2 | -4.3
CCN(CC)CCN(C(=O)c1c(F)cccc1F)c1nc2cc(C)cc(C)c2s1 | -1 | -5 | 0.1
CC(C)c1cc(NCc2ccccn2)n2c(nc3ccccc32)c1C#N | 3 | -4 | -0.4
Cc1cc(C)cc(S(=O)(=O)c2cnc3ccccc3n2)c1 | 22 | -16 | 0.9

2 compounds drawn at random from the list so far:
SMILES | GSIS activator | FN deposit inh | F508del corr
Cc1ccccc1CN1C(=O)c2ccccc2C1c1nnnn1Cc1ccccc1 (centres undefined) | -11 | -8 | 2.9
CCOC(=O)C1(Cc2cccc(F)c2)CCN(C(=O)Cc2cccnc2)CC1 | 2 | -3 | -0.9

Next entries follow.
SMILES | GSIS activator | FN deposit inh | F508del corr
Nc1nnc(C(F)(F)F)s1 | -9 | -13 | -1.4
Cc1ccc(C#N)c(SCC(=O)Nc2nccs2)n1 | -11 | 4 | 1.7
C[C@@H]1C=CCCO[C@]12C(=O)N(CC1CC1)c1cccc(Br)c12 | -33 | -6 | 1.7
COC(=O)/C=C1\Nc2ccc(Cl)cc2C(=O)NC1=O | -1 | -1 | -5.1
CCOCCCNc1c2c(nc3cc(-c4ccc(F)cc4)nn13)CCC2 | -2 | -14 | -0.2
O=C1NC[C@H](CCCCN2CCN(CCC3CCCCC3)C(=O)C2=O)N(CCc2ccccc2)C1=O | -9 | -3 | 2.7
CS(=O)(=O)N1CCN(c2nc3ccc(Cl)cc3s2)CC1 | 24 | -1 | 1.2
CC1(C)CC(=O)C2=C(C1)N(c1ccccc1)C(=O)CC2c1ccc(O)cc1 (centres undefined) | 1 | 3 | -0.6
COC(=O)Cn1cc([N+](=O)[O-])nc1C | 23 | 13 | -0.9
COC(=O)C1(C(=O)OC)C[C@H](/C=C/c2ccccc2)N(Cc2ccccc2OC)[C@@H]1c1cccs1 | -1 | 0 | -2.2&0.7
CCn1c(-c2cccc(S(=O)(=O)N3CCCC3)c2)n[nH]c1=S | 13 | 10 | -3.4
O=S1(=O)CC(N2CCCCC2)CN1Cc1cn(Cc2cccc(Cl)c2)nn1 (centres undefined) | 16 | 8 | -2.5
CC(C)c1onc(C(=O)NCc2ccccn2)c1[N+](=O)[O-] | 7 | 3 | -0.1
O=C(NC1CCCCC1)C(c1cc2ccccc2o1)n1c(=O)c(-c2ccco2)nc2ccccc21 (centres undefined) | 51 | 2 | -1.3
CC1CCN(C(=O)C2CCC(CNc3c(N4CCCCC4)c(=O)c3=O)CC2)CC1 (centres undefined) | 12 | 0 | 0.0
COC(=O)[C@]12CCCCC=C1N(CCc1ccc(OC)c(OC)c1)C(=O)[C@H](CC(=O)N1CCN(C(=O)C3CC3)CC1)C2 | 4 | 7 | 3.7
CN(C)C(=O)c1cccc(-c2ccccc2[C@H]2[C@H](C#N)N(C(=O)C3CCCC3)[C@H]2CO)c1 | -1 | -14 | -2.5
Cn1c(=O)[nH]c(=O)c2c1nc1n2CC(COc2ccc3ccccc3c2)O1 (centres undefined) | 1 | 0 | 0.2
NC(=O)CSc1nc(-c2ccccc2)nc2c1CCCC2 | 15 | 2 | -2.7
CCCNC(=O)N1C[C@@H](C)[C@H](OC)CN(C)C(=O)c2ccc(NC(C)=O)cc2OC[C@H]1C | 7 | -13 | 0.2
CC(C)CC(C(=O)NC1CCCC1)N(Cc1ccc2c(c1)OCO2)C(=O)c1snc(C(N)=O)c1N (centres undefined) | 12 | -6 | 2.0
O=C(CSc1ncn[nH]1)Nc1nsc(-c2ccccc2)n1 | -13 | 7 | 0.3
CC(C)C(NC(=O)c1ccccc1Br)c1ccccc1 (centres undefined) | 3 | 7 | -5.2
COC(=O)[C@]12C[C@H](CC(=O)NCc3ccccc3)C(=O)N(CCC3=CCCCC3)C1=C[C@H](C(C)(C)C)O[C@@H]2C | -9 | 2 | -1.4
O=C/C=C/c1coc2ccc3ccccc3c2c1=O | -7 | 0 | 0.6
CSc1nc2sccc2c(=O)[nH]1 | -2 | 5 | -0.1
O=C(NNc1ccc([N+](=O)[O-])cc1)c1ccccc1Cl | -20 | 1 | -0.5
O=C1O[C@@H](c2ccccc2)C[C@@H](O)C(=O)CCCCc2ccccc21 | 3 | -15 | -0.4
CCC(C)N1C(=O)N(C)C2NC(=O)NC21 (centres undefined) | -5 | 3 | -0.6
O=C(CS(=O)(=O)c1ccccc1)N1CCc2ccccc21 | -11 | -3 | 0.5
Cc1c(Cl)cccc1NC(=S)NCC(c1cccnc1)N(C)C (centres undefined) | 10 | 1 | -1.9
COc1ccc(C(=O)N/C(=C\c2ccccc2)C(=O)NC(CC(C)C)C(=O)O)cc1 (centres undefined) | 8 | 1 | -1.3
N#Cc1cccnc1N1CCN(C(C(=O)NC2CCCC2)c2ccc(F)cc2)CC1 (centres undefined) | -12 | 18 | 0.0
CCC(=O)c1ccc(OCC(=O)OCC(=O)N2c3ccccc3NC(=O)C2(C)C)cc1 | 14 | -1 | 1.4
CC(=O)Nc1scc(C)c1-c1nc2ccccc2s1 | 3 | -5 | -32
Cc1ccccc1NC(=O)N1CCN(c2ncccn2)CC1 | -2 | 10 | -3.2
O=C1NC[C@@H](CCCCN2C[C@H](Cc3ccc(O)cc3)N(Cc3ccccc3)C(=O)C2=O)N(Cc2ccccc2)C1=O | -19 | 0 | -3.8
COC(=O)c1c(-c2ccc(N(C)C)cc2)oc2c1C(OC)CCC2 (centres undefined) | -3 | -5 | 3.3
CCN(CC)S(=O)(=O)c1cccc(C(=O)Nc2ccc3c(c2)OCO3)c1 | -16 | 2 | -1.8
COc1ccc(Cc2c(C3CCCCC3)nc3c(Cl)cc(C(F)(F)F)cn23)c(C)c1 | -20 | -20 | 2.1
Cc1ccc(-n2nnnc2-c2cccs2)cc1[N+](=O)[O-] | -4 | -17 | 1.5
Cc1ccc(S(=O)(=O)CCC(=O)NCc2ccccc2Cl)cc1 | 14 | -3 | -3.1
COc1cc(/C=N/O)ccc1OCc1ccc(Cl)cc1 | 37 | 1 | -0.4
CN(CC(=O)Nc1ccccc1F)CC(=O)Nc1ccccc1Br | 10 | -4 | 0.6
C[C@H](NC(=O)NCc1ccc(F)cc1)C(=O)O | -3 | 4 | -1.2
CN(CCO)c1ccc2c(c1)OC[C@H](Cc1ccccc1)NS2(=O)=O | 11 | 5 | 0.2
CC(C)Nc1nc2cccnc2s1 | 7 | -2 | 1.3
Cc1ccc(C(C)C)c(OCc2ccc(C(=O)N/N=C/c3ccc(C(=O)O)cc3)cc2)c1 | 7 | 10 | -11

Ordered by SMILES length (falling): 3 of the compounds above
SMILES | GSIS activator | FN deposit inh | F508del corr
O=C1NC[C@@H](CCCCN2C[C@H](Cc3ccc(O)cc3)N(Cc3ccccc3)C(=O)C2=O)N(Cc2ccccc2)C1=O | -19 | 0 | -3.8
Cc1ccc(C(C)C)c(OCc2ccc(C(=O)N/N=C/c3ccc(C(=O)O)cc3)cc2)c1 | 7 | 10 | -11
CN(CC(=O)Nc1ccccc1F)CC(=O)Nc1ccccc1Br | 10 | -4 | 0.6

(further entries)
SMILES | GSIS activator | FN deposit inh | F508del corr
NC(=O)COc1ccc(Cc2ncc(C(F)(F)F)cc2Cl)cc1 | 11 | -17 | -4.1
CC(C)[C@H](NC(=O)C1CC1)C(=O)N1CCC[C@H]1C(=O)NCCc1ccccc1Cl | 13 | -2 | -0.2
COc1ccc(C(=O)NNC(=S)NC(=O)c2ccc(Cl)cc2)cc1 | -15 | -4 | 2.8
CCOC(=O)c1csc(-c2sccc2Br)n1 | 1 | -2 | 0.8
COC(=O)c1c(N)[nH]c(C(=O)c2ccccc2)c1-c1ccc(Br)cc1 | 7 | -9 | 1.9
Brc1cccc(OCCCN2CCCCCC2)c1 | 28 | -7 | 3.7
Cc1occc1C(=O)Nc1nnc(-c2cccs2)s1 | -4 | -5 | -0.9
O=C(CCn1c(=S)[nH]c2ccccc2c1=O)NCCc1ccccc1 | 2 | 14 | 0.1
COc1ccc(C2=NN(C(=O)c3cccs3)C(c3ccccc3O)C2)cc1 (centres undefined) | 10 | 5 | -0.9
O=C(COC(=O)Cn1nnc2ccccc21)Nc1ccccc1Br | 9 | 0 | -1.7
CN(C(=O)COC(=O)c1cc(S(=O)(=O)N2CCOCC2)ccc1F)C1CCS(=O)(=O)C1 (centres undefined) | -4 | 3 | -3.0
COc1ccc2[nH]c3c(=S)nc[nH]c3c2c1 | 2 | 2 | 1.0
Cn1nc(C(F)(F)F)c(-c2ccc(F)cc2)c1NC(=O)CSCC(=O)O | 0 | -9 | 0.3
CCCCn1nnnc1C1(C)CCC(=O)N1CC1CCCCC1 (centres undefined) | 5 | 3 | 1.0
COc1cccc(CC2(CO)CCCN(Cc3ccccc3-c3ccco3)C2)c1 (centres undefined) | -14 | -1 | -1.6
S=c1[nH]nc(COc2ccccc2)n1Cc1ccccc1 | 5 | -5 | 0.5
OC(COc1ccc2c(c1)OCO2)CN1CCN(c2ccccc2)CC1 (centres undefined) | 7 | -3 | -3.9
Cc1ccc(C)c(-c2[nH]ncc2CN2CCCC(CO)(Cc3ccccc3C)C2)c1 (centres undefined) | -8 | -13 | 1.9
O=C(Nc1cccnc1)c1ccc(Cl)c(S(=O)(=O)N2CCc3ccccc32)c1 | 9 | 4 | -0.7
CC[C@H](C)[C@@H]1NC(=O)c2cc([N+](=O)[O-])cc(I)c2SC[C@@H](C(N)=O)NC(=O)[C@H](CCCCN)NC1=O | 9 | -10 | -0.3
S=c1[nH]nc(-c2ccccn2)n1/N=C/c1cccc(Cl)c1 | -1 | 13 | -2.4
O=[N+]([O-])c1ccc(N=NN(CCO)CCO)cc1 | -14 | -7 | -1.2
O=C1c2ccccc2NC(c2ccccc2Cl)N1N=C1CCCCCC1 (centres undefined) | 0 | 0 | -1.1
Cc1ccc(N(CC(=O)Nc2ccc3c(c2)OCCO3)S(C)(=O)=O)cc1 | 0 | 1 | -1.7

Grouped by structure, the entries above containing a tert-butyl group (2)
SMILES | GSIS activator | FN deposit inh | F508del corr
CC(C)(C)C(=O)NNC(=O)c1cc2sccc2s1 | 10 | -10 | -2.2
COC(=O)[C@]12C[C@H](CC(=O)NCc3ccccc3)C(=O)N(CCC3=CCCCC3)C1=C[C@H](C(C)(C)C)O[C@@H]2C | -9 | 2 | -1.4

More compounds follow:
SMILES | GSIS activator | FN deposit inh | F508del corr
O=C(NCCN1CCC(n2c(=O)[nH]c3ccccc32)CC1)c1ccc(F)cc1 | 4 | 3 | -0.5
CCOC(=O)C1CCN(c2ncnc3c(C)csc23)CC1 | -11 | -7 | 1.4
CC(C)(C)c1nc(Sc2ccc([N+](=O)[O-])cn2)n[nH]1 | 1 | -1 | 0.6
CCOc1ccccc1N(C(C)=O)S(=O)(=O)c1ccc(Cl)cc1 | 29 | 4 | -3.6

A portion of the library. The share of hits here may be higher or lower than overall.
